ZTA DNA inh = counter-screen for EBNA-1 inhibitors: inhibitors of Epstein-Barr virus ZTA; P03206; ZTA-DNA binding, fluorescence polarization; inhibition, % at 11 µM; 320,000 compounds, 0.15% hits; AID 2234; in the data active = inhibition above about 33%
procasp7 counter = counter-screen: procaspase-7 (human) activation; recombinant procaspase-7, Ac-DEVD-pNA absorbance 405 nm; D23A/D198A/D206A triple mutant, cannot self-cleave; scale: DMSO 0, 5 µM enzyme 100; P55210; activation, % at 8.5 µM; 330,000 compounds, 0.093% hits; AID 463210;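 active = percent activation above the screen-wide mean plus 3 SD, cut at about 25% in these data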
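Material: Procaspase-7 triple mutant (PC-7 D3A) | Quantity: 2 µM procaspase-7 mutant as dispensed | Reagent: DEVD-pNA substrate | Times: 1 h preincubation, 2 h reaction | Technique: 405 nm absorbance of p-nitroaniline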
LAP4-GFP MLPCN = yeast TOR pathway LAP4-GFP modulation; S. cerevisiae LAP4-GFP multiplex, flow cytometry GFP, 3 h; median GFP as percent of DMSO wells; GFP response vs DMSO, % at 10 µM; 320,000 compounds, 0.34% hits; AID 2023;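 active = GFP response vs DMSO above a set limit, about the screen mean plus 3 SD, cut at about 150% in these data; inconclusive = under 70 cell events counted for the yeast strain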
RPL19A-GFP yeast = yeast TOR pathway RPL19A-GFP modulation; S. cerevisiae RPL19A-GFP strain, flow cytometry, 3 h; active compounds read low; percent response vs DMSO, % at 10 µM; 330,000 compounds, 0.3% hits; AID 2025;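 active = percent response vs DMSO below 50%; inconclusive = fewer than 70 events counted for the yeast strain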;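 note: median channel GFP fluorescence of the barcoded RPL19A-GFP strain; ratio of sample median GFP to plate DMSO average so 100% = DMSO; lower means less RPL19A-GFP as with rapamycin TOR inhibition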
procasp3 activ = activates human procaspase-3 | 330,000 compounds, 0.11% hits | activation, % at 8.5 µM | AID 463141 | P42574 | recombinant procaspase-3 D3A, Ac-DEVD-pNA absorbance 405 nm;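 active = activation above the mean of all tested compounds plus 3 SD, cut at about 21% in these data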;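 note: 0% = DMSO alone and 100% = DMSO wells spiked with extra 5 µM PC-3 D3A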
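Assay system: Autoprocessing-dead procaspase-3 D3A mutant enzyme; also added: Ac-DEVD-pNA; doses: one concentration, 8.5 µM nominal, 0.8% DMSO; times: 1 h compound preincubation, 2 h substrate hydrolysis at 25 °C; technique: 405 nm absorbance of p-nitroaniline, reads at 0 and 120 min; measure: % activation between DMSO and enzyme-spiked controls; repeats: single replicate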
EBNA-1 inhibitor = blocks EBNA-1 binding to DNA | EBNA-1 DNA binding, fluorescence polarization | inhibition, % at 14.8 µM | 300,000 compounds, 0.34% hits; in the data active = inhibition above about 28%
MEP2-GFP yeast = modulators of TOR pathway MEP2-GFP in S. cerevisiae; S. cerevisiae MEP2-GFP strain, flow cytometry GFP, 3 h; 100% = DMSO control level; GFP response vs DMSO, % at 10 µM; 330,000 compounds, 0.51% hits; AID 2016;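 active = GFP response versus DMSO above a set limit, roughly screen mean plus 3 SD, cut at about 180% in these data; inconclusive = fewer than 70 cells counted for a yeast strain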;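 note: median GFP fluorescence of the barcode-gated MEP2-GFP cells per well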
AHR act = activates the human aryl hydrocarbon receptor; P35869; AHR-responsive luciferase reporter cells, luminescence; activation, % at 5 µM; 320,000 compounds, 2.5% hits; AID 2796; in the data active = activation above about 47%;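 note: 0% = vehicle wells and 100% = reference agonist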
Numbers without * were called inactive; ? = inconclusive; . = no result given.

SMILES | ZTA DNA inh | procasp7 counter | LAP4-GFP MLPCN | RPL19A-GFP yeast | procasp3 activ | EBNA-1 inhibitor | MEP2-GFP yeast | AHR act
CCOC(=O)N1CCC(NC(=O)Cn2nc(-c3ccccc3)ccc2=O)CC1 | -12 | -9 | 107 | 100 | -3 | 7 | 102 | 1
Cc1cc(Br)c(NC(=O)CCNC(=O)OCc2ccccc2)cc1C | 16 | -3 | 90 | 109 | -7 | 6 | 110 | 0
COc1ccc(Cl)cc1CSc1n[nH]c(C)n1 | 3 | 8 | 101 | 103 | 3 | 10 | 101 | 12
O=C(Nc1cccc(-n2cccn2)c1)C1CCCN(Cc2cccc(F)c2F)C1 (stereo not given) | 7 | 5 | 94 | 99 | 3 | -9 | 95 | 20
Cc1onc(-c2ccccc2)c1CNC(=O)Nc1ccc(C(F)(F)F)cc1 | -12 | -2 | 97 | 102 | 3 | -15 | 101 | 7
COc1ccc(-c2oc3ccc(-c4cc(OC)c(OC)c(OC)c4)cc3c2-c2ccc(OC)cc2)cc1 | -13 | -3 | 127 | 102 | 0 | -1 | 93 | 5
O=C(N/N=C/c1coc2ccccc2c1=O)c1cn(-c2ccccc2)nc1-c1ccccc1 | 0 | 3 | . | . | 2 | 3 | . | 3
O=c1cc(NCCc2ccccc2)c2ccccc2o1 | 15 | 11 | 103 | 96 | 3 | 3 | 97 | 11
CN(C)CCCN1C(=O)c2oc3ccc(F)cc3c(=O)c2C1c1cccnc1 (stereo not given) | 5 | -26 | 110 | 109 | -9 | 7 | 105 | 26
O=C(CN1CCCC1)Nc1cc(C(F)(F)F)ccc1Cl | 8 | 4 | 96 | 94 | 6 | 14 | 98 | 0
CCC1CCCCN1C(=O)c1ccc2c(c1)C(=O)N(c1ccc(C)cc1)C2=O (stereo not given) | -1 | -1 | 128 | 102 | 1 | -9 | 106 | 4
O=C(c1ccc(F)cc1)N1CCCC(C(=O)N2CCN(c3ccccc3)CC2)C1 (stereo not given) | 1 | 8 | 102 | 94 | 12 | -7 | 97 | 3
OCC1(CCc2ccccc2)CCN(Cc2cc(F)ccc2-n2cccn2)CC1 | 1 | 8 | 90 | 94 | -1 | -7 | 96 | 1
Cc1ccc2nc(-c3ccc(NC(=O)CN(c4ccccc4C)S(C)(=O)=O)cc3)sc2c1 | 4 | 22 | 99 | 98 | -2 | 21 | 94 | 8
CCC(=O)Nc1nnc(SCc2cccc(F)c2)s1 | 23 | 10 | 100 | 95 | 15 | 3 | 90 | -1

Copied from the list.
procasp7 counter result of CN(C)CCCN1C(=O)c2oc3ccc(F)cc3c(=O)c2C1c1cccnc1 (stereo not given) stands at -26
AHR act result of O=C(c1ccc(F)cc1)N1CCCC(C(=O)N2CCN(c3ccccc3)CC2)C1 (stereo not given) stands at 3

Taken from the results shown, 5 compounds:
SMILES | ZTA DNA inh | procasp7 counter | LAP4-GFP MLPCN | RPL19A-GFP yeast | procasp3 activ | EBNA-1 inhibitor | MEP2-GFP yeast | AHR act
CCC1CCCCN1C(=O)c1ccc2c(c1)C(=O)N(c1ccc(C)cc1)C2=O (stereo not given) | -1 | -1 | 128 | 102 | 1 | -9 | 106 | 4
O=C(c1ccc(F)cc1)N1CCCC(C(=O)N2CCN(c3ccccc3)CC2)C1 (stereo not given) | 1 | 8 | 102 | 94 | 12 | -7 | 97 | 3
OCC1(CCc2ccccc2)CCN(Cc2cc(F)ccc2-n2cccn2)CC1 | 1 | 8 | 90 | 94 | -1 | -7 | 96 | 1
Cc1ccc2nc(-c3ccc(NC(=O)CN(c4ccccc4C)S(C)(=O)=O)cc3)sc2c1 | 4 | 22 | 99 | 98 | -2 | 21 | 94 | 8
CCC(=O)Nc1nnc(SCc2cccc(F)c2)s1 | 23 | 10 | 100 | 95 | 15 | 3 | 90 | -1

Continued:
SMILES | ZTA DNA inh | procasp7 counter | LAP4-GFP MLPCN | RPL19A-GFP yeast | procasp3 activ | EBNA-1 inhibitor | MEP2-GFP yeast | AHR act
CCOC(=O)c1cnc(SC)nc1NCCOC | -12 | 11 | ? | ? | 3 | 5 | ? | 0
Cc1ccc(S(=O)(=O)N2CCCCC2)cc1C(=O)N1C(C)CCCC1C (stereo not given) | . | 14 | 90 | 92 | 5 | . | 87 | 1
CC(C)=CCc1c(O)cc(O)c2c(=O)c3c(CC=C(C)C)c(O)ccc3oc12 | 12 | 9 | 109 | 94 | 4 | -7 | 94 | 24
COc1ccccc1/C=N/NC(=S)Nc1cccnc1 | 15 | -1 | 122 | 107 | -6 | -4 | 97 | 59*
COc1cccc(-c2nnc(-c3ccc(C(F)(F)F)cc3)o2)c1 | -14 | 12 | 98 | 101 | -3 | -1 | 99 | -3
Cc1[nH]c2ccccc2c1C(=O)C(=O)N1CCN(c2cccc(Cl)c2)CC1 | 7 | 6 | 86 | 94 | 3 | 4 | 90 | 2
COc1ccc(-c2cnnc(N/N=C/c3ccc(C)o3)n2)cc1 | 6 | 9 | 97 | 97 | 2 | -9 | 103 | 15
CCCCCCN(C(=O)CCCCCN1C(=O)NC(c2ccc([N+](=O)[O-])cc2)C(C(=O)OCc2ccccc2)=C1C)C(C(=O)NCCCC)c1ccc(OCC(=O)OC)c(C(=O)OC)c1 (stereo not given) | 4 | 4 | . | . | 0 | -4 | . | 7
O=C(O)CC(c1ccc(Cl)cc1)N1C(=O)CCC1=O (stereo not given) | -3 | 4 | 107 | 96 | 5 | 3 | 99 | -3
COc1ccccc1CN1CC(C(=O)NCc2ccc(N3CCCC3=O)cc2)CCC1=O (stereo not given) | 5 | 6 | ? | ? | 3 | 7 | ? | -1
CC1CC(C)CN(CCOc2ccccc2-c2ccccc2)C1 (stereo not given) | 2 | 1 | 94 | 99 | -5 | -3 | 100 | 2
CN(C)NC(=O)c1csnc1-c1c(Cl)cccc1Cl | -7 | -1 | 106 | 97 | -2 | -13 | 92 | 1
CC(C(=O)Oc1ccc2c(c1)OCO2)N1C(=O)c2ccccc2C1=O (stereo not given) | 1 | 3 | 117 | 91 | -4 | -2 | 103 | 0
COc1ccc(NC(=S)N(CCCOC(C)C)C2CCN(C(C)=O)CC2)cc1Cl | 9 | -14 | 94 | 102 | 0 | 1 | 108 | -6
O=C(Nc1ccccc1OC(F)F)c1ccc(S(=O)(=O)N2CCCC2)cc1 | 6 | -3 | 108 | 100 | -1 | . | 101 | 1
O=C(O)c1ccc(CNCc2cccc(Cl)c2)cc1 | -11 | -6 | 94 | 93 | -12 | -13 | 91 | 0
CCN(CC)S(=O)(=O)c1ccc(N2CCCC2)c(C(=O)OCC(=O)N2CCCC2)c1 | 8 | 14 | 99 | 98 | 4 | -1 | 101 | 2
CCOC(=O)C1CCN(C(=O)/C=C/c2cc(OC)c(OC)c(OC)c2)CC1 | -9 | 5 | 88 | 99 | -8 | 6 | 97 | 3
CC(C)(C)OC(=O)N1CCCC(C(=O)Nc2ccc(C(=O)N3CCOCC3)cc2)C1 (stereo not given) | . | 4 | 86 | 93 | 2 | . | 89 | -1
COC(=O)CCc1c(C)nc(N)[nH]c1=O | -2 | 7 | 103 | 104 | 8 | 12 | 102 | -2
COc1cc2c(cc1OC)C(Nn1cnnc1)=NC1(CCCC1)C2 | 6 | 7 | 116 | 108 | 2 | 4 | 100 | -2
COc1ccc(CCN2Cc3c(N)cccc3C2=O)cc1OC | 14 | -5 | 95 | 96 | -4 | 6 | 101 | 83*
CC(CC(=O)N1CCN(S(=O)(=O)c2ccc([N+](=O)[O-])cc2)CC1)c1ccccc1 (stereo not given) | 17 | -4 | 97 | 95 | -1 | . | 93 | 0
CC1(CCC(=O)N2CCCC(N3CCN(c4cccc(C(F)(F)F)c4)CC3)C2)CC1 (stereo not given) | -14 | -5 | 86 | 114 | 3 | -3 | 102 | 4
CC(C)(C)C(=O)NC1CC2CCCC(C1)N2C(=O)Nc1ccccc1 (stereo not given) | -7 | 5 | 98 | 105 | -2 | 13 | 107 | -1
CC(=O)N1CCN(C(=O)CN2C(=O)NC(C)(c3ccc4ccccc4c3)C2=O)CC1 (stereo not given) | -15 | -2 | 99 | 98 | 6 | . | 102 | 1
CCOc1ccccc1NC(=O)c1ccc(F)c(S(=O)(=O)N2CCC3(CC2)OCCO3)c1 | -10 | -1 | 98 | 94 | 3 | -4 | 99 | 7
COc1cc(-n2c(=O)c3ccccc3n(CC(=O)c3ccc(F)cc3)c2=O)cc(OC)c1OC | -1 | 4 | 98 | 98 | 4 | 13 | 96 | 0
C=CCC(C(=O)OC)(C(=O)OC)c1ccc([N+](=O)[O-])cn1 | 14 | -2 | 115 | 88 | -9 | -4 | 88 | 0
COc1ccc(/C=C/C(=O)N(Cc2cccs2)C2CCS(=O)(=O)C2)cc1 (stereo not given) | 1 | 11 | 109 | 98 | 4 | 2 | 96 | 1
CC1CCC(C(=O)NC(C(=O)NCc2cccnc2)C(C)C)CC1 (stereo not given) | 18 | -5 | 106 | 101 | -7 | 14 | 102 | 3
CC(C)C(NC(=O)c1ccc(C(C)(C)C)cc1)C(=O)Nc1cccc(S(N)(=O)=O)c1 (stereo not given) | 9 | 4 | 101 | 97 | 3 | -2 | 100 | 1
CCC(=O)N(CCO)Cc1cc2ccc(C)c(C)c2[nH]c1=O | 20 | 10 | 106 | 105 | 6 | 9 | 111 | 2
O=C(O)COc1ccc(/C=N/NC(=O)C(O)(c2ccccc2)c2ccccc2)cc1 | 6 | -3 | 96 | 105 | 9 | 5 | 105 | 1
COc1ccccc1CC(=O)Nc1ccc2c(c1)OC1(CCCC1)O2 | . | 5 | 98 | 95 | 2 | . | 103 | 7
O=C(CN1CCc2ccccc2C1)Nc1ccccc1Cl | 3 | 15 | 97 | 98 | 4 | 0 | 92 | 0
CCN(C1CCCCC1)S(=O)(=O)c1cc2c3c(c1)CCN3C(=O)CC2 | 0 | 13 | 103 | 105 | 8 | -12 | 104 | 0
NC(=O)CC(c1ccccc1)c1ccco1 (stereo not given) | -5 | -1 | 99 | 97 | 0 | -12 | 101 | 1
Cc1ccccc1NC(=O)Cn1nnc(-c2ccc(CN3CCC(C)CC3)cc2)n1 | -14 | 0 | 91 | 99 | 7 | -2 | 100 | 0
CC1CCN(S(=O)(=O)N2CCC(C(=O)NCCc3ccccc3)CC2)CC1 | -9 | 12 | 81 | 91 | 9 | 5 | 95 | 2
Cc1cccc(Oc2sc(C(=O)c3ccccc3)c(N)c2C#N)c1 | 14 | 15 | 97 | 99 | 11 | 1 | 103 | 3
CC(C)(C)NC(=O)CSC(=Nc1ccc(F)cc1)NC#N | -7 | -10 | 97 | 100 | -9 | -12 | 100 | 13
NC(=O)CC1C(=O)N(c2ccc(F)cc2)C(=O)N1NC(=O)CCc1ccccc1 (stereo not given) | -14 | 3 | 104 | 97 | 0 | 3 | 101 | 1
Cc1ccc([N+](=O)[O-])cc1S(=O)(=O)Nc1ccc(-c2ccc(N3CCCC3)nn2)cc1 | 0 | 8 | 103 | 98 | 9 | -2 | 107 | 2
CCOC(=O)N1CCN(C(=O)CSc2nc3ccccc3c(=O)n2-c2ccccc2)CC1 | -12 | -1 | 93 | 101 | -10 | 0 | 103 | -2

In the list so far, these contain a thiophene ring, fused or not:
SMILES | ZTA DNA inh | procasp7 counter | LAP4-GFP MLPCN | RPL19A-GFP yeast | procasp3 activ | EBNA-1 inhibitor | MEP2-GFP yeast | AHR act
COc1ccc(/C=C/C(=O)N(Cc2cccs2)C2CCS(=O)(=O)C2)cc1 (stereo not given) | 1 | 11 | 109 | 98 | 4 | 2 | 96 | 1
Cc1cccc(Oc2sc(C(=O)c3ccccc3)c(N)c2C#N)c1 | 14 | 15 | 97 | 99 | 11 | 1 | 103 | 3

Bioassay records deposited in PubChem by several laboratories.

Rows are unselected; 3.8% or so of the library scored in one or more.
